Polio RdRp inh: poliovirus RdRp elongation inhibitors, primary screen, biochemical, fluorescence polarization, total intensity; Genome polyprotein (Poliovirus type 1 (strain Mahoney)), P03300; poliovirus polymerase elongation; hits give low values; % elongation, % (compound at 16.7 µg/mL); actives 0.66% (n = 150,000); AID 588519, 2011; in the data active means % elongation below about 90%; further: some results filed as inactive read as strong as hits
Target sequence (P03300 1749-2209 limits assumed): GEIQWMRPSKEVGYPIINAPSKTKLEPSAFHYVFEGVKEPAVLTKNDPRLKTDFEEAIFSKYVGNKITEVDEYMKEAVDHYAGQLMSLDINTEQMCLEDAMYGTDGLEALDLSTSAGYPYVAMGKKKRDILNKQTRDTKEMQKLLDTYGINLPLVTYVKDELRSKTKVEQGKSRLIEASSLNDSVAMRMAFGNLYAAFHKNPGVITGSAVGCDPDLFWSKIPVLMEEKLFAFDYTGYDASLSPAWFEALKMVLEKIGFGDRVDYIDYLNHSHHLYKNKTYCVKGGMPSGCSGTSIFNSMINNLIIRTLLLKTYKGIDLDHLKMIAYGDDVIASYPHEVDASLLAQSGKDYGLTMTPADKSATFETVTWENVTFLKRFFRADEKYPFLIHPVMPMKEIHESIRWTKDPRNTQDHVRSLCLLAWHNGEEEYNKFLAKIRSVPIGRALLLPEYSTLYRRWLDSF
Polio RdRp inh FP z-score: second read-out of Polio RdRp inh, no call of its own (marks repeat the call); z-score; measured here: FP z-score; hits read low
Active calls of the source: *. An excerpt (hit frequency here may not be typical).

molecule,Polio RdRp inh,Polio RdRp inh FP z-score
COc1ccc(S(=O)(=O)c2c(Nc3ccc(C)cc3C)sc(C(=O)c3ccc(F)cc3)c2N)cc1,114.0,1.8
O=C1C(O)C(O)C(=O)N1Cc1ccccc1 (stereo not drawn),102.0,0.1
COC(=O)CN(Cc1ccccc1)S(=O)(=O)c1ccc(C)cc1,104.0,0.7
N=C1c2ccccc2CN1CCN1C(=O)S/C(=C\c2ccc(F)cc2)C1=O,98.0,-0.2
c1ccc(Cn2c(C3CCCO3)nc3ccccc32)cc1 (stereo not drawn),101.0,0
CC1CC(C)CN(C(=O)Cn2c(=O)cnc3ccccc32)C1 (stereo not drawn),101.0,-0.2
CC(OC(=O)c1ccccn1)C(=O)Nc1ccc(C(F)(F)F)cc1 (stereo not drawn),102.0,-0.1
CC1=C(C)CC(C(=O)Nc2ccc(NC(=O)NC3CCCCC3)cc2)C(C(=O)O)C1 (stereo not drawn),106.0,1.5
CCOC(=O)Cn1c(=O)n(C2CCCCC2)c2nc(-c3c(F)cccc3Cl)nc(C(N)=O)c21,110.0,0.7
Cc1cccc(C(=O)Nc2nc3c(s2)C(=O)CC(C)(C)C3)c1,101.0,-0.2
CC(C)c1cc(NC(=O)COC(=O)c2ccccc2SCC(=O)N2CCCC2)on1,101.0,-0.2
COc1ccc(C)cc1NC(=O)c1cc2ccccc2o1,103.0,0.2
Cc1ccc(N2Cc3ccccc3C2=N)cc1Cl,101.0,-0.2
CCOC(=O)c1cc(-c2csc(-c3ccc(C(F)(F)F)cc3)n2)on1,102.0,0.1
Cc1ccc(C)c(Cn2nc3nc(C)nc(N4CCC(CNC(=O)OC(C)(C)C)CC4)c3n2)c1,101.0,-0.4

Single records, as listed above.
Record of COc1ccc(C)cc1NC(=O)c1cc2ccccc2o1 = Polio RdRp inh: 103.0; Polio RdRp inh FP z-score: 0.2
Record of Cc1cccc(C(=O)Nc2nc3c(s2)C(=O)CC(C)(C)C3)c1 = Polio RdRp inh: 101.0; Polio RdRp inh FP z-score: -0.2
Record of CCOC(=O)c1cc(-c2csc(-c3ccc(C(F)(F)F)cc3)n2)on1 = Polio RdRp inh: 102.0; Polio RdRp inh FP z-score: 0.1

(more compounds)
molecule,Polio RdRp inh,Polio RdRp inh FP z-score
Cc1cc(C)n2cc(CSc3ccccn3)nc2n1,102.0,-0.2
Cc1ccc2occ(CN3CC=C(c4ccc(F)cc4)CC3)c(=O)c2c1,100.0,0
COc1ccc2oc(=O)c(-c3nc(-c4ccc(C)c(C)c4)cs3)cc2c1,111.0,0.9
COc1ccccc1N1CCN(C(=O)CCc2c(C)nn(-c3ccc(N4CCCC4)nn3)c2C)CC1,108.0,0.4
CN(Cc1ccccc1)C(=O)c1cc(S(=O)(=O)N2CCCCC2)c[nH]1,101.0,-0.6
CCC(CC)C(=O)Nc1nnc(S(=O)(=O)N2CCc3ccccc32)s1,112.0,0.8
Cc1ccc2cc(C(=O)O)c(C)nc2c1,99.0,-0.4
O=C(Cc1ccc(Br)cc1)Nc1nccs1,98.0,-1
CC1=C(C(=O)OCC(C)C)C(c2ccc(OCc3ccccc3)cc2)N2C(=O)CCSC2=N1 (stereo not drawn),104.0,-0.2
CCN(CC)S(=O)(=O)c1cccc(C2=N/C(=C\c3c(C)nn(-c4ccccc4)c3N3CCCC3)C(=O)O2)c1,166.0,6.3
S=c1nc(NC2CCCCC2)cn[nH]1,99.0,-1
CN=C1c2c(C)c3cc(OC)ccc3n2CCN1C,104.0,0.6
C=CCN=c1scc(-c2ccco2)n1/N=C/c1cccs1,107.0,0.5
CCC1=C(c2ccc(C)cc2)S(=O)(=O)N=C1N1CCC(C(=O)NCc2ccc(N(C)C)cc2)CC1,106.0,0
CCC(CC)C(=O)Nc1cccc(-c2nc3cccnc3s2)c1,100.0,-0.7
Cc1ccc(NC(=O)N2CCc3c(sc4c3CCCC4)C2c2ccccc2)cc1F (stereo not drawn),104.0,-0.2
Cc1cc(C)c(S(=O)(=O)NCc2csc(-c3ccccc3)n2)c(C)c1,106.0,-0.1
CCOC(=O)c1cccc(NC(=O)CCc2c(C)nc3cc(-c4ccc(Cl)cc4)nn3c2C)c1,106.0,0.1
COC(=O)c1[nH]c2ccccc2c1S(=O)c1ccccc1 (stereo not drawn),102.0,-0.1
COc1ccc(NC(=O)NC2c3ccccc3Oc3ccccc32)cc1OC,101.0,-0.5
COC(=O)c1ccc(-n2c(/C=C/c3cc(OC)c(OC)c(OC)c3)nc3cc(Cl)ccc3c2=O)cc1,109.0,0.2
CC(C)C(C)NC(=O)COc1ccccc1C(N)=O (stereo not drawn),101.0,-0.2
CC(C)CCOc1ccc(/C=N/n2cnnc2)cc1,104.0,0.9
Cc1ccc(-c2ccc(CCC(=O)O)n2-c2ccccc2C(F)(F)F)cc1,106.0,0.4
CC(C)Oc1ccc(CNC2CCOC(C)(C)C2)cc1 (stereo not drawn),106.0,0.3
C#CC(O)(c1ccccc1)c1ccccc1,100.0,0
O=C(CSc1nc2c(c(C(F)(F)F)n1)CCc1ccccc1-2)NCc1ccco1,103.0,0.7
COc1ccccc1CNC(=O)c1cc(Sc2cccc(Cl)c2)nc2ccccc12,121.0,2.6
CC1(C)CC(=O)C2(CNC3=C(C2)C(=O)CC(C)(C)C3)C(=O)C1,100.0,-0.1
CC1CC1C(=O)OCC(=O)c1ccc(Br)cc1 (stereo not drawn),104.0,0.9
CN1CCN(NC(=O)CN2C(=O)S/C(=C/c3ccc(Cl)cc3)C2=O)CC1,103.0,0.5
CC1CS(=O)(=O)CCO1 (stereo not drawn),99.0,-0.7
COc1ccc(C2=NOC(C(=O)N(C)c3ccccc3)C2)cc1OC (stereo not drawn),98.0,-0.3
Cc1cc(C)n(CC(C)O)c(=O)c1C#N (stereo not drawn),102.0,0.4
CCc1ccc(-n2c(Cc3ccccc3)nnc2SCc2nc(-c3cccs3)no2)cc1,100.0,-1.8
CCCCNC(=O)Cn1c(=O)cc(C)c2c(C)nn(-c3cccc(F)c3)c21,103.0,0.8
Clc1ccc2nnn(OCCOc3ccc(Br)cc3)c2c1,107.0,0.6
CC(=O)Nc1ccccc1C(=O)OCc1nnc(-c2ccccc2)o1,101.0,-0.6
N#CCN(CC#N)C(=O)C1c2ccccc2Oc2ccccc21,103.0,0.3
COC(=O)CNC(=O)c1ccc(COC(C)=O)cc1,100.0,-0.4
COc1ccc(-c2nn(C)c3sc(C(=O)NCCN4CCN(c5ccccc5F)CC4)cc23)cc1OC,101.0,0.1
CCc1ccc(NC(=O)CCS(=O)(=O)c2ccc3c(c2)n(C)c(=O)c(=O)n3C)cc1,101.0,-0.9
COc1ccc(/C=N/c2nnc(SC)s2)c(O)c1,101.0,-0.4
O=C(Nc1cccc(-c2nn3cnnc3s2)c1)c1cccnc1,101.0,-0.4
O=c1[nH]c(-c2ccccc2)nnc1/C=C(\O)c1cccs1,125.0,3.3
CC1CCCC(C)N1C(=O)Cn1cc(/C=C2/C(=O)N(C)c3ccccc32)c2ccccc21 (stereo not drawn),104.0,0.5
O=C(NC1CCCc2ccccc21)C1=Cc2cc(Cl)ccc2OC1 (stereo not drawn),104.0,0
CC(=O)N1CCC2(CC1)OC(=O)C(C)=C2C(=O)Nc1cccc(Cl)c1C,100.0,-1.7
Cc1ccc(Nc2nnc(SCC(=O)NC(C)C)s2)cc1,102.0,-0.1
CCc1cccc(C)c1NS(=O)(=O)c1c(C(=O)N2CCC(C)CC2)c(C)n(C)c1C,106.0,-0.1
COC(=O)C1C(c2ccccc2)C(C(=O)N2CCN(C)CC2)C1c1ccccc1 (stereo not drawn),106.0,1
Cc1ccsc1C(=O)N1CCCSC1=Nc1ccccc1,111.0,1
CC1=C(C(=O)Nc2ccccc2C)C(c2cccs2)n2nc(SCc3cc(C)ccc3C)nc2N1 (stereo not drawn),114.0,1.3
COc1cc(OC)nc(NC(=S)Nc2ccc(F)cc2)n1,99.0,-0.3
O=c1[nH]ccn(Cc2ccc(Cl)cc2)c1=O,101.0,0
O=C(OC(C(=O)c1ccccc1)c1ccccc1)c1cccnc1Cl (stereo not drawn),104.0,1
Cc1nnc(NC(=O)C2CCN(S(=O)(=O)/C=C/c3ccccc3)CC2)o1,107.0,0.7
O=C(O)CCN1C(=O)SC(CC(=O)Nc2nccs2)C1=O (stereo not drawn),100.0,-0.6
COc1ccc(NC(=O)c2cc(=O)c3ccc(C)cc3o2)cc1,101.0,0
CCC1(C)NC(=O)N(/N=C/c2c(C)nn(Cc3c(Cl)cccc3Cl)c2SCC(=O)O)C1=O (stereo not drawn),102.0,-1.2

Exported with two lines to a compound: entries from further up
The line under a structure holds: Polio RdRp inh | Polio RdRp inh FP z-score
Cc1nnc(NC(=O)C2CCN(S(=O)(=O)/C=C/c3ccccc3)CC2)o1
    107.0 | 0.7
O=C(O)CCN1C(=O)SC(CC(=O)Nc2nccs2)C1=O (stereo not drawn)
    100.0 | -0.6
COc1ccc(NC(=O)c2cc(=O)c3ccc(C)cc3o2)cc1
    101.0 | 0

Further results follow.
molecule,Polio RdRp inh,Polio RdRp inh FP z-score
Cc1cc(Cl)ccc1OCC(=O)NCC12CC3CC(CC(C3)C1)C2,108.0,0.6
O=C(NC1CCS(=O)(=O)C1)Sc1ccccc1 (stereo not drawn),104.0,0.5
c1coc(C2Nc3ccccc3C3OCCC23)c1 (stereo not drawn),101.0,0
Cc1nc2ccc(NC(=O)CSc3nc4ccccc4[nH]3)cc2[nH]1,99.0,-0.9
COC(=O)c1cc(-c2ccc(C)cc2)no1,100.0,-0.4
COc1cc(OC)nc(OC)n1,101.0,0
Cc1cc2c(cc(C(=O)N3CCC(C(=O)NC4CCCC4)CC3)n2Cc2c(F)cccc2Cl)o1,102.0,0
CCc1ccc(CN(Cc2cn[nH]c2-c2ccc(OC)cc2)C(=O)Nc2ccc(Br)cc2)cc1,105.0,-0.4
O=C(CSc1nnc(C2COc3ccccc3O2)o1)Nc1ccc(F)cc1Cl (stereo not drawn),102.0,0
O=C(Nc1cccc(C(F)(F)F)c1)C1CCN(S(=O)(=O)c2cccc3nsnc23)CC1,109.0,-0.1
OCc1nc2ccccc2n1CN1CCOCC1,104.0,0.2
O=C(OCC(=O)c1c[nH]c2ccccc12)c1ccc2c(c1)OCCO2,103.0,0.2
COC(=O)/C=C\c1cc(Br)ccc1C#N,106.0,1.3
CCn1cc(C(=O)NCc2ccc(Cl)cc2)c(=O)c2cc(S(=O)(=O)N(C)C3CCCCC3)ccc21,106.0,0.2
COc1cc(NC(=O)CN(c2cc(C)cc(C)c2)S(=O)(=O)c2c(C)[nH]c(=O)[nH]c2=O)cc(OC)c1,102.0,-1
CC(C)CNC(=O)CC1Sc2ccc(C(F)(F)F)cc2NC1=O (stereo not drawn),104.0,2.4
CNC(=O)c1c(NC(=O)c2cc(=O)c3cc(C)c(C)cc3o2)sc2c1CCCC2,103.0,-0.8
C(#CC(N1CCOCC1)N1CCOCC1)C1CC1,79.0,-4.5
CCC(C)Nc1cc(C)c(C#N)c2nc3ccccc3n12 (stereo not drawn),108.0,1.5
COc1ccc(C2=CC(C3CC3)=C(C#N)C(=C(C#N)C#N)N2)cc1,65.0,-7.2
O=C(COC(=O)c1ccc(-c2ccccc2)cc1)Nc1ccc(F)cc1,104.0,0.9
O=C(NCc1ccccc1)C(=O)NCC(c1ccc2c(c1)OCO2)N1CCOCC1 (stereo not drawn),99.0,-2
CCn1c2c(c3cc(C4CCCCC4)ccc31)CCCC2=O,98.0,-0.5
COc1ccc(-c2nc3c(C#N)c[nH]n3c2NC2CCCC2)c(OC)c1,112.0,1
CC(=O)c1c(C)n(S(=O)(=O)c2ccc(Cl)cc2)c2ccc(NS(=O)(=O)c3ccc(Cl)cc3)cc12,109.0,1.2
CCOC(=O)c1cccc(NC(=O)CN2C(=O)c3ccccc3Sc3ncccc32)c1,112.0,0.9
CCCCN(C)CCNC(=O)CN1C(=O)CSc2ccc(S(=O)(=O)N3CCCCC3)cc21,117.0,1.5
Cc1ccc(CNC(=O)Cn2c(=O)n(-c3ccc(Cl)cc3)c(=O)c3c(C)c(C)sc32)cc1,108.0,0.8
COc1ccc(N2C(N)=C(C#N)C(c3cc(CN4CCOCC4)cs3)C3=C2CCCC3=O)cc1 (stereo not drawn),109.0,1
O=C(CN1CCCC1)Nc1nc(-c2ccc3c(c2)CCN3C(=O)C2CC2)cs1,102.0,0
CN1CCSC1=NCCSc1ccc(Cl)cc1,102.0,-0.3
COc1ccc(C2=C(C)C(=NCCCN(C)Cc3ccccc3)NS2(=O)=O)cc1,101.0,-0.6
COc1ccc(-n2cnc3cc(C(=O)NCCC4=CCCCC4)ccc32)cc1,104.0,0
CC(=O)c1cccc(NC(=O)[C@H](Cc2ccccc2)N2Cc3ccccc3C2=O)c1,106.0,0.3
CN1c2ccccc2N(C)C1c1ccc2c(c1)OCO2,100.0,0.2
O=C(Cn1nnc(-c2ccccc2)n1)N(c1ccccc1)c1ccc2ccccc2c1,107.0,0.5
CC(NCc1ccc(OC(F)F)cc1OC(F)F)c1ccc(-n2ccnc2)cc1 (stereo not drawn),99.0,-0.3
O=C(NC(c1ccc2c(c1)OCO2)c1ccc2cccnc2c1O)c1ccccc1 (stereo not drawn),115.0,1.2
O=C(C1CC(c2ccccc2F)=NO1)N1CCc2ccccc2C1 (stereo not drawn),99.0,0
Cc1cccc(C)c1NC(=O)c1cc2sccc2n1Cc1ccc(F)cc1,111.0,2
COc1cccc2cc(S(=O)(=O)c3ccc(F)c(C)c3)c(=O)oc12,105.0,-0.5

Screens as filed in PubChem BioAssay.
